CCHFV vOTU inh = CCHFV vOTU protease inhibition. Pep-AMC fluorescence. inhibition, % at 11.5 µM. 370,000 tested, 0.55% active. AID 651958; in the data active = inhibition above about 30%; also: 0% = vehicle wells with enzyme and 100% = no enzyme wells
Y pestis TopoI = inhibitors of Yersinia pestis topoisomerase I; Y. pestis Topo-I cleavage product accumulation, plate reader; activity, % at 10 µM; 360,000 tested, 0.064% active; AID 504884; in the data active = activity above about 50%, passing the limit was not always enough; inconclusive = no clear call, values can overlap the other calls; also: inactives centre near 2
BH1578 lux ind = quorum light induction in luxS cqsA deficient V. cholerae. 350,000 tested, 0.16% active. activation, % at 18.7 µM. V. cholerae BH1578 lux reporter, luminescence, 6 h; in the data active = activation mostly above about 9.7%, no sharp cut-off; inconclusive = no clear call, values can overlap the other calls; inactive = mostly below about 3.7%; also: not every result past the cut was called active; inactives centre near 0; reference of the scale not given here
Anthrax LF prot = inhibitors of Bacillus anthracis lethal factor protease; P15917; 360,000 tested, 0.12% active; multiplex microsphere protease cleavage assay, LF; AID 588501; inhibition, % at 10 µM; also: plate controls were buffer without enzyme for full effect and enzyme alone for no effect
Target sequence (P15917 whole entry, looked up): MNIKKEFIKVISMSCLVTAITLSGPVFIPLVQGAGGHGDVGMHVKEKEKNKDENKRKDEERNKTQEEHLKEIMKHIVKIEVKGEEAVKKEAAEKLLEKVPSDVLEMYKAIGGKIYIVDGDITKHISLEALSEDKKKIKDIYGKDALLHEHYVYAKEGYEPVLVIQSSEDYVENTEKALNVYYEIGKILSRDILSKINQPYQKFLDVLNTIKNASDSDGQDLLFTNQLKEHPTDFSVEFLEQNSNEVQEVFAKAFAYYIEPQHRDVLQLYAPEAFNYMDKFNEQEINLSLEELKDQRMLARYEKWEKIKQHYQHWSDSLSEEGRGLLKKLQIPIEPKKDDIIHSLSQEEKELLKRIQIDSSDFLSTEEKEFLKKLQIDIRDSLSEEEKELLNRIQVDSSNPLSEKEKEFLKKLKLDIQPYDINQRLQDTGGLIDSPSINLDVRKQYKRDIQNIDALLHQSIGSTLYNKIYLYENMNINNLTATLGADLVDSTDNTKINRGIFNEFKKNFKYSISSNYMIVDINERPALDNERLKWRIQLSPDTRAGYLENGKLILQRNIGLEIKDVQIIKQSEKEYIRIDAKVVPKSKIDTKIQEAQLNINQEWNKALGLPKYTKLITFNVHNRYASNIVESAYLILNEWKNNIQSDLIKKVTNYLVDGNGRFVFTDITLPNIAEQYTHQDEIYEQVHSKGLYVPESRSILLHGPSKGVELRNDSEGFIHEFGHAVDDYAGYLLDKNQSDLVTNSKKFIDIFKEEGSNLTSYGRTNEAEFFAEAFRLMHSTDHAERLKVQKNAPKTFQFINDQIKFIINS
BoNT-A LC inh2 = inhibitors of Botulinum neurotoxin A light chain protease; multiplex microsphere protease substrate cleavage, flow cytometry; inhibition, % at 10 µM; 360,000 tested, 0.17% active; also: plate controls were buffer without enzyme for full effect and enzyme alone for no effect
DUSP3 inh = blocks human VHR1 dual specificity phosphatase; P51452; recombinant VHR phosphatase, pNPP absorbance; inhibition, % at 13.3 µM; 290,000 tested, 0.52% active; in the data active = inhibition above about 50%; also: some compounds called inactive have numbers as strong as hits
Target sequence (P51452 whole entry, looked up): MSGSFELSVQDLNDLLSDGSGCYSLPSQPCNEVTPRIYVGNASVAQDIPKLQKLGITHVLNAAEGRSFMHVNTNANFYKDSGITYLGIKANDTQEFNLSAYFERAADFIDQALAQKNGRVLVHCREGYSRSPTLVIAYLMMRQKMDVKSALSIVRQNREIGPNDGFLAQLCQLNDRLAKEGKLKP
3CLpro inhibitor = SARS-CoV 3CLpro protease inhibition. P0C6X7. recombinant SARS-CoV 3CLpro, quenched FRET peptide cleavage. inhibition, % at 6 µM. 290,000 tested, 0.14% active. AID 1706; in the data active = inhibition above about 12%
SSB-PriA inh = inhibitors of Klebsiella pneumoniae PriA binding to SSB C-terminal tail. AlphaScreen SSBct-PriA binding, biotinylated peptide. inhibition, % at 33 µM. 430,000 tested, 0.6% active; in the data active = inhibition mostly above about 37%, no sharp cut-off; inactive = mostly below about 20%;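 also: plate controls were negative control peptide for no effect and reference peptide for full effect; strong numbers were not always called active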
PfHsp40 yeast = rescue of PfHsp40-mediated yeast toxicity; S. cerevisiae expressing PfHsp40, growth rescue, ATP luminescence; growth rescue, % at 12.5 µM; 340,000 tested, 0.68% active; AID 504582; in the data active = growth rescue above about 28%, passing the limit was not always enough; inconclusive = no clear call, values can overlap the other calls;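 also: yeast W303a lacking pdr1 and pdr3 grown in galactose medium; growth measured after three days at 30 °C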
TcdB inh = inhibitors of Clostridioides difficile toxin B glycohydrolase. P18177. TcdB glycohydrolase enzymatic assay, plate reader. inhibition, % at 9.99 µM. 350,000 tested, 0.24% active; in the data active = inhibition above about 10%
Numbers without * were called inactive; i = inactive; ? = inconclusive; nt = no result given; & = joins results of further samples. Rule as the data show it, unless noted: active = inhibition above about 30%; inconclusive = no clear call, values can overlap the other calls; inactive = below that.

SMILES	CCHFV vOTU inh	Y pestis TopoI	BH1578 lux ind	Anthrax LF prot	BoNT-A LC inh2	DUSP3 inh	3CLpro inhibitor	SSB-PriA inh	PfHsp40 yeast	TcdB inh
COc1ccc(OCC(=O)NC(=S)NNC(=O)COc2ccc(Br)cc2Cl)cc1	-6.9	4.5	-0.1	-4.2	-1.1	-16.9	0.7	-4.6	15.5	0.8
C=CCN(C(=O)CNS(=O)(=O)c1ccccc1)C(C(=O)NCCOC)c1cccnc1 (stereo not drawn)	3.0	-1.2	-0.1	-11.0	-1.2	10.1	1.2	-10.0	-0.6	0.9
CSc1nnc(C)c(=O)[nH]1	-7.8	-6.0	-2.6	-1.6	-4.8	-13.9	-0.9	-3.0&-9.4	-0.2	nt
CN(CCCC1CCCC1)C(=O)CCc1nnc(-c2ccccc2)o1	8.4	29.4	i	2.9	-0.9	13.8	-1.8	-5.4	0.5	4.8
COc1ccc(S(=O)(=O)NC2CCSc3ccccc32)cc1NC(C)=O (stereo not drawn)	-8.1	2.4	-1.5	-3.7	-3.2	-47.0	1.9	4.1	0.9	-0.3
Cc1ccc(SCC(=O)NCc2cccnc2)cc1	2.9	-1.5	-0.3	-3.6	-1.0	28.3	-2.8	-9.9	1.0	nt
COc1ccc(CC(=O)NCc2n[nH]c(=S)n2-c2cccc(C)c2)cc1	4.3	-4.7	i	-8.4	-0.3	31.3	-1.4	-22.1	-1.9	1.2
Cc1ccc(NC(=O)COC(=O)CC2SC(N3CCCC3)=NC2=O)cc1 (stereo not drawn)	-7.9	-4.3	i	-2.8	0.9	nt	nt	-0.2	-1.1	-1.1
COCCSc1ccccc1C(=O)Nc1ccc(Br)cc1	9.7	6.1	i	-2.4	0.0	27.6	-0.2	-16.2	2.6	4.2
COc1ccc(NC(=O)C2CCN(c3ncnc4c3nc3n4CCCCC3)CC2)c(OC)c1	3.4	-11.1	0.2	-3.4	-0.7	-9.9	-2.6	0.9	0.3	0.5
O=C(c1ccc2c(c1)OCO2)C1CCCN(C(=O)NCc2ccccc2)C1 (stereo not drawn)	-0.9	-4.9	-0.3	-1.1	0.4	13.9	0.2	-7.9	0.8	-0.1
CCCSc1nnc(NC(=O)c2nc(SC)ncc2Cl)s1	-7.3	-3.5	2.6	-1.5	?	16.6	-1.2	-5.4	0.4	nt

In the list so far, these contain two or more sulfur atoms.
SMILES	CCHFV vOTU inh	Y pestis TopoI	BH1578 lux ind	Anthrax LF prot	BoNT-A LC inh2	DUSP3 inh	3CLpro inhibitor	SSB-PriA inh	PfHsp40 yeast	TcdB inh
COc1ccc(S(=O)(=O)NC2CCSc3ccccc32)cc1NC(C)=O (stereo not drawn)	-8.1	2.4	-1.5	-3.7	-3.2	-47.0	1.9	4.1	0.9	-0.3
CCCSc1nnc(NC(=O)c2nc(SC)ncc2Cl)s1	-7.3	-3.5	2.6	-1.5	?	16.6	-1.2	-5.4	0.4	nt

The list continues.
SMILES	CCHFV vOTU inh	Y pestis TopoI	BH1578 lux ind	Anthrax LF prot	BoNT-A LC inh2	DUSP3 inh	3CLpro inhibitor	SSB-PriA inh	PfHsp40 yeast	TcdB inh
Cc1ccc(NC2CCCN(C(=O)c3cn4cccc(C)c4n3)C2)cc1C (stereo not drawn)	-3.8	3.5	i	-1.1	0.7	-9.2	-2.0	5.2	1.2	0.0
COc1cccc(-n2nnc3c(=O)n(Cc4ccc(Br)cc4)cnc32)c1	-16.6	5.7	-0.2	-3.6	-4.6	4.6	2.8	-11.4	0.5	nt
CC(=O)Nc1cccc(-c2csc(Nc3cc(C)ccn3)n2)c1	-6.4	-5.8	i	-3.7	-0.5	2.5	5.2	14.1	2.6	nt
COc1ccc(/C=C2\SC(=Nc3ccccc3OC)NC2=O)cc1	6.5	-3.5	-0.6	8.5	?	16.5	1.9	21.4	5.6	-0.2
CCO[C@H]1OC(C(=O)N2CCCCCCC2)=C[C@@H](c2ccccc2)[C@@H]1CCCO	1.8	24.7	i	-4.0	0.0	39.2	-4.2	-17.7	-1.4	1.3
Cc1ccc2[nH]c(C(=O)N3CCN(C=O)CC3)cc2c1	-6.6	5.1	i	-2.8	-1.8	4.9	1.9	-15.8	-1.4	0.9
Oc1cc(-n2cccn2)c(O)cc1-n1cccn1	-15.1	-3.0	-0.3	-4.9	-1.6	18.6	1.5	-10.0	2.1	1.3
C[N+]1(CCCOC(=O)C2(c3ccccc3)CCCC2)CCOCC1	-12.5	-6.8	-0.2	-5.8	-2.6	41.9	0.0	6.0	-1.6	nt
Cc1ccc(OCCCCCCN2CCNCC2)c(Br)c1	-4.9	0.3	-1.2	2.3	-8.1	nt	nt	5.6	1.1	2.1
Cc1ccc(NC(=O)C(C)Sc2nnc(C)n2CC2CCCO2)cc1 (stereo not drawn)	4.2	2.9	-0.2	0.8	1.4	11.4	-6.8	-12.0	-0.6	-1.1
O=C(Cn1c(=O)n(CCCC(=O)NC2CCCC2)c(=O)c2ccccc21)NCCC1=CCCCC1	3.3	2.6	0.5	0.6	0.1	-13.3	2.0	-11.7	-0.5	nt
Cc1ccc2oc3ccccc3c(=O)c2c1	-19.5	1.0	-0.3	3.8	-0.1	nt	nt	-23.5	-0.5	1.3
COc1ccc(C2CC=C(C(C)=O)CN2S(=O)(=O)c2ccc(Cl)cc2)cc1 (stereo not drawn)	-7.3&0.1	nt	nt	0.4&8.1	-0.7&0.8	nt	nt	nt	nt	2.4&1.7
COc1ccc(S(=O)(=O)N2CCC(C(=O)NCCc3ccccc3)CC2)cc1	-3.8	-3.0	-1.2	5.8	-1.7	42.9	-2.5	3.1	0.1	2.0
CCOC(=O)c1c(C)[nH]c(C(=O)COC(=O)COc2ccc(OC)cc2)c1C	1.9	-1.5	i	0.3	-0.1	-6.7	-1.3	-4.7	-1.0	-0.1
COc1ccc(C2CC(c3ccccc3)Nc3nc(NC(=O)c4ccco4)nn32)cc1 (stereo not drawn)	-4.0	-3.7	i	-1.0	-0.4	21.1	3.8	-4.1	0.1	nt
COc1cccc2c1OC1(C)CC2N(C(=O)c2ccco2)C(=S)N1c1ccc(F)cc1 (stereo not drawn)	2.9	-6.7	i	-3.8	-0.4	32.6	1.7	-1.8	1.3	nt
CC1CCCC(C)N1C(=O)CSc1nc2c(c(=O)n(C)c(=O)n2C)n1C (stereo not drawn)	-1.9	-0.3	0.1	-1.2	-1.3	-7.2	-3.2	-2.3	0.3	-0.5
O=C(Cn1c(CO)nc2ccccc21)NCc1ccc2c(c1)OCO2	-11.8	1.2	i	-3.6	-0.3	16.6	6.8	-7.5	0.1	1.7
CCCCC1CCC(C(=O)OCC(=O)N(CCOC)c2c(N)n(Cc3ccccc3)c(=O)[nH]c2=O)CC1 (stereo not drawn)	1.6	-1.1	i	-3.7	-2.3	nt	nt	-6.0	nt	1.9
Cc1cccc(/C=N/NC(=O)C2CCCNC2=O)c1 (stereo not drawn)	13.8	-0.8	-0.3	-0.6	0.7	-11.3	3.3	nt	0.0	nt
CCCNC(=O)C1(C)CCN1C(=O)Cc1ccc(C(C)C)cc1 (stereo not drawn)	-1.6	0.5	1.2	-3.6	0.4	nt	nt	nt	nt	0.3
CC(=O)Nc1c([N+](=O)[O-])cc2c3c(cccc13)CC2	33.4*	nt	nt	-4.0	1.1	nt	nt	nt	nt	1.0
C/C(=N/Nc1nc(C)cc(-c2ccccc2)n1)c1ccco1	10.3	-7.5	-0.9	0.1	-0.2	35.5	2.3	nt	-0.3	nt
O=C(c1cccnc1)N(Cc1ccccc1)c1ccccc1	nt	-2.7	-0.4	-0.6	-0.5	12.1	-4.6	-3.6	0.6	1.1
COC(=O)c1nc2n(n1)C(c1ccc(OC)c(OC)c1)C(C(=O)OC1CCCCC1)=C(C)N2 (stereo not drawn)	-8.1	8.6	i	-1.6	-0.1	-6.7	0.3	-8.9	0.4	nt
O=C(CCN1C(=O)c2ccccc2C1=O)NC(=S)Nc1cccc(Cl)c1	6.2	-2.5	5.6	-3.5	-1.7	20.5	-1.4	-8.8	66.3*	nt
O=C(NNC(=O)c1ccco1)c1ccccc1	-0.4	-6.9	-0.9	0.1	-0.7	37.3	-3.4	-10.2	0.0	1.2
CCOC(=O)c1nnsc1N	-13.5	-5.4	-0.8	23.6	-5.0	23.9	-1.4	-7.5	0.8	-0.2
CCCC1Cc2nc(Cl)c(C#N)cc2CO1 (stereo not drawn)	-12.5	-9.3	i	nt	nt	13.1	0.9	-5.0	nt	1.3
O=c1cc(CSc2ccccc2)[nH]c(=S)[nH]1	-9.1	-0.9	-0.4	-3.4	0.1	28.7	4.2	-5.5	0.8	nt
CN1CCN(C2=C(Cl)C(=O)N(CCc3ccccc3)C2=O)CC1	6.1	2.6	-0.4	8.2	8.1	-14.5	3.4	-0.6	5.0	nt
COc1ccc(-c2cn(Cc3ccc(C(N)=O)cc3)c(-c3ccncc3)n2)cc1	11.1	2.1	i	-1.8	-0.4	nt	nt	-3.2	-0.7	3.5
COc1ccc(-c2cc(=O)oc3cc(OC(C)C(=O)NCC4CCC(C(=O)O)CC4)ccc23)cc1 (stereo not drawn)	11.3	-3.4	0.4	1.5	-1.3	1.0	0.2	-6.9	0.1	-1.8
CCCCNC(=S)NNC(=O)CCn1cc(C)cn1	-7.8	-7.8	-0.3	0.9	-0.6	1.7	1.7	-4.5	-1.1	nt
COc1cccc(NC(=O)CN(c2cccc(F)c2)S(C)(=O)=O)c1	-3.4	3.2	-7.1	-2.7	0.4	-0.2	2.3	-27.0	-0.5	-0.8
Cc1ccc([N+](=O)[O-])cc1NC(=O)Cc1ccc(F)cc1	5.5	3.7	-0.2	2.5	0.3	42.9	4.8	-1.3	-0.4	0.3
CC(=O)Nc1ccc(NC(=O)CSc2nnc(N)n2-c2ccccc2)cc1	-10.4	-8.3	i	-4.8	4.2	nt	nt	-8.9	-0.1	-0.7
CCc1ccc(-c2cc(C)no2)cc1S(=O)(=O)N1CCN(c2cccc(C)c2C)CC1	2.7	2.7	i	2.7	1.0	-3.6	0.2	-11.3	0.8	1.6
CC1(C)CC[C@]2(CO)CC[C@]3(C)C(=CCC4[C@@]5(C)CC[C@H](O)[C@@](C)(CO)C5CC[C@]43C)[C@@H]2C1 (stereo partly drawn)	14.2	14.4	i	-0.3	-0.1	nt	nt	-11.3	0.7	2.2
COCCn1c(SCc2cnc(-c3ccccc3)s2)nnc1-c1ccncc1	3.3	10.8	-0.8	0.0	1.4	1.9	-0.5	-19.2	-0.7	nt
C/C(=N\NS(=O)(=O)c1ccc(C)cc1)c1ccc(C)o1	18.4	6.2	-0.2	-0.9	-0.6	28.8	-3.4	nt	-1.5	-0.9
Cc1nn(Cc2c(F)c(F)c(F)c(F)c2F)c(C)c1NC(=O)c1ccc(COc2ccccc2Cl)o1	3.0	-1.3	0.9	0.5	15.0	28.7	1.8	0.2	?	nt
COC(=O)c1ccccc1NC(=O)CN1CCCCC1	-2.6	-4.4	0.8	0.0	-0.1	26.4	6.0	-10.1	1.2	-1.0
CN1CCN(C2CN(Cc3ccc(F)cc3)S(=O)(=O)C2)CC1 (stereo not drawn)	4.6	nt	nt	5.2	0.3	nt	nt	nt	nt	-1.0
CCn1nc(C)cc1C(=O)N1CCCC(C(=O)c2ccc(Oc3ccccc3)cc2)C1 (stereo not drawn)	10.7	23.0	nt	3.0	1.5	56.9*	4.5	-6.1	1.0	0.9
NS(=O)(=O)c1ccc(CCNCC(=O)N2CCC(Cc3ccccc3)CC2)cc1	-2.6	2.9	-0.6	-3.8	1.1	-23.7	1.9	1.2	0.0	-0.3
COc1ccc(-c2ccc(SCC(=O)Nc3cccc(C(C)=O)c3)nn2)cc1OC	-11.1	32.3	-0.3	-3.6	-0.3	-2.9	-2.2	-12.7	0.5	0.8
Cc1sc2nc(CSc3n[nH]c(N)n3)[nH]c(=O)c2c1C	3.6	2.7	-0.5	2.3	0.2	25.9	-0.2	-8.2	0.9	0.2

An excerpt. The share of hits here may be higher or lower than overall.
